Screens (PubChem BioAssay)
UBC9 SUMO inh – SUMOylation inhibition. P63279. inhibition, % at 35 µM. AID 2006. 290,000 tested, 0.36% active. HTRF SUMOylation assay, SAE1/SAE2 + UBC9, in vitro; in the data active means inhibition above about 50%, passing the limit was not always enough; inconclusive means no clear call, values can overlap the other calls; further: strong numbers were not always called active
IDE cell inh – cellular human IDE inhibition; P14735; HEK cells, FAbetaB cleavage, fluorescence polarization; inhibition, % at 5.59 µM; 320,000 tested, 0.41% active; AID 434962;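 active means percent inhibition above the average of all tested compounds plus 3 SD, set per screening campaign, cut at about 16% in these data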;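 further: IDE supplied by intact live HEK cells; FP after avidin binding of uncleaved biotin substrate so inhibition keeps polarization high; 0% = DMSO wells and 100% = 60 µM reference IDE inhibitor Ii1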
IDE cell activ – boosts human insulin-degrading enzyme activity in HEK cells | P14735 | FAbeta-B cleavage, fluorescence polarization; 0% vehicle, 100% cell-free pure enzyme wells | activation, % at 5.96 µM | 340,000 tested, 0.073% active | AID 493087;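 active means activation above the mean of all tested compounds plus 3 SD, set per screening campaign, cut at about 17% in these data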
MEKK2mut PB1 HTS – signal of MEK5 binding to mutant human MEKK2 PB1 domain; bead flow cytometry, Alexa488-MEK5 binding to MEKK2 mutant; AID 1530; percent response, % at 10 µM; 290,000 tested, 0.35% active; in the data active means percent response above about 24%, passing the limit was not always enough; further: inactives centre near 1; some results filed as inactive read as strong as hits; reference of the scale not given here
MEKK3 PB1 HTS – raises or lowers MEK5 binding to the human MEKK3 PB1 domain; binding response (% of control), % at 10 µM; bead-based flow cytometry, Alexa488-MEK5 binding to MEKK3; actives lie on both sides; 0 = blocked by unlabeled MEK5, 100 = vehicle; Q99759; AID 1529; 290,000 tested, 1.4% active;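 active means binding response more than 3 SD above or below the average of its plate-row segment, actives on both sides; inconclusive means wells at one plate position flagged as instrument error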;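 further: Alexa488 bead fluorescence after subtracting the streptavidin-only scavenger bead signal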
NALP1 yeast inh – blocks the NALP1 inflammasome reconstituted in yeast | S. cerevisiae NALP1/ASC/caspase-1 growth, X-gal OD620, 72 h | inhibition, % at 10 µM | 280,000 tested, 0.61% active | AID 2071; in the data active means inhibition mostly above about 24%, no sharp cut-off; inactive means mostly below about 32%; further: some compounds called inactive have numbers as strong as hits
MEKK2 WT-MEK5 – raises or lowers MEK5 binding to wildtype human MEKK2 PB1 domain | binding response (% of control), % at 10 µM | 290,000 tested, 1.1% active | Q9Y2U5 | bead flow cytometry, Alexa488-MEK5 binding to MEKK2 WT; actives lie on both sides; in the data active means binding response below about 67% or above about 130%; inconclusive means no clear call, values can overlap the other calls; inactive means in between
p-CIP stab down – compounds decreasing mouse p/CIP protein stability | decrease of EGFP signal, % at 10 µM | 290,000 tested, 0.01% active | F442A p/CIP-EGFP cells, EGFP fluorescence, 16 h | AID 1984 | Q05BA5;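 active means EGFP signal decrease of at least 30% at 10 µM or well 3 SD below plate mean, unless failing retest; inactive means the rest, including hits failing retest or dose response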; further: some compounds called inactive have numbers as strong as hits; many of its hits are not listed in these tables
Target sequence (Q05BA5 1-1403): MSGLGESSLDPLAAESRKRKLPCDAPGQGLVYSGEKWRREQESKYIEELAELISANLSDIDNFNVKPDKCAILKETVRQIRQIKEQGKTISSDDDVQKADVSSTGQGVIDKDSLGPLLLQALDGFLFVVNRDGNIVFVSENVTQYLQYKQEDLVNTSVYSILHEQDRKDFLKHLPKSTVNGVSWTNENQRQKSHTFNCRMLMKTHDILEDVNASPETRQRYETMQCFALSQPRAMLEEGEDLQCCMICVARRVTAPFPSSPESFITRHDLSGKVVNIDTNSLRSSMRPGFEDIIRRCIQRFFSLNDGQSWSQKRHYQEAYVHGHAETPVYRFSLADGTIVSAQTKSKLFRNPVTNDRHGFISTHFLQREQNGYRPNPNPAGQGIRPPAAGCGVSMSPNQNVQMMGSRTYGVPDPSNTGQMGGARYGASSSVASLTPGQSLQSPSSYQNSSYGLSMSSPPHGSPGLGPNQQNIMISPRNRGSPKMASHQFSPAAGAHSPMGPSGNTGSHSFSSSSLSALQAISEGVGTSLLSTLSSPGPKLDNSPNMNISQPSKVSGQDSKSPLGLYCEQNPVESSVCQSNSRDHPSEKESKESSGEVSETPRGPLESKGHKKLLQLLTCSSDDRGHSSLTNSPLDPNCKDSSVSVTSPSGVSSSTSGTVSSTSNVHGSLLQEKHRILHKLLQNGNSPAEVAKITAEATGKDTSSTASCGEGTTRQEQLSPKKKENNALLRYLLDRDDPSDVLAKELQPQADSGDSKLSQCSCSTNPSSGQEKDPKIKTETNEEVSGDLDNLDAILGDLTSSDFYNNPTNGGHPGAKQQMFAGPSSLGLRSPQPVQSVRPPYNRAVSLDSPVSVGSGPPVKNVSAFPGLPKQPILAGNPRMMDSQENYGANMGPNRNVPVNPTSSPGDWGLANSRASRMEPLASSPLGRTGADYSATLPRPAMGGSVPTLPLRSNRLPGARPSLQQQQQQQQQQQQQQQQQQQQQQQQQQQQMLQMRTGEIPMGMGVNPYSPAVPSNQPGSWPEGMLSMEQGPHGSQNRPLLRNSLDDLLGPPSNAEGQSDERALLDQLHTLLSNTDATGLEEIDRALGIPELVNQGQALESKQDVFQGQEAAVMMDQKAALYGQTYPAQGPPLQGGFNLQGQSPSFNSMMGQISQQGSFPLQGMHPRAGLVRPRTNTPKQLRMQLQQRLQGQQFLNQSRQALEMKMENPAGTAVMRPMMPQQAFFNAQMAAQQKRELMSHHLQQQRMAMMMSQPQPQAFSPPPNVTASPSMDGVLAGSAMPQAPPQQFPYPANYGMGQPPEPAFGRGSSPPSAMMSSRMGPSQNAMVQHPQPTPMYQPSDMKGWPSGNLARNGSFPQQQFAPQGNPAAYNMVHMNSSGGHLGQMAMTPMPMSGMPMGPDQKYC
M18AAP inhibitor – PfM18AAP enzyme inhibition. recombinant PfM18AAP, H-Glu-NHMec fluorogenic cleavage. inhibition, % at 7.35 µM. 290,000 tested, 1.2% active. AID 1822;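 active means inhibition above the campaign mean inhibition over all tested compounds plus 3 SD, cut at about 28% in these data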;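 further: 0% = plate median of test compound wells and 100% = 2 mM ZnCl2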
An asterisk follows results filed as active; ? = inconclusive; . = not tested or not shown; [ ] = dose if it differs, or a comment. This is a subset; the hit share may differ from the screen's.

Each structure is followed by: UBC9 SUMO inh	IDE cell inh	IDE cell activ	MEKK2mut PB1 HTS	MEKK3 PB1 HTS	NALP1 yeast inh	MEKK2 WT-MEK5	p-CIP stab down	M18AAP inhibitor
- CC(C)(C)n1nnnc1C(c1ccncc1)N1CCCCCC1 (stereo not given)
 : 11	-1	4	6	98	6	101	-6	-6
- Cn1c(=O)oc2cc(S(=O)(=O)N3CCC(C(=O)NCc4ccc(F)cc4)CC3)ccc21
 : 7	5	1	2	111	-6	118	-6	-3
- O=C1C(c2ccc(F)cc2)N(C2CCCCC2)C(=O)CN1C1CCCC1 (stereo not given)
 : 0	-2	7	4	102	2	105	-18	-12
- CCc1cccc(NC(=O)C2CCCN(S(=O)(=O)c3cccnc3)C2)c1 (stereo not given)
 : 8	-1	1	3	97	-8	100	-8	-5
- NS(=O)(=O)c1ccc(CNC(=O)CSc2ccccc2)cc1
 : -2	3	6	-5	100	18	100	8	-1
- Cc1nnc(SCC(=O)NCCc2ccccc2)s1
 : 2	1	4	0	120	-3	110	15	2
- CC1CCCCN1CC(O)COc1ccc(OCC(O)CN2CCCCC2C)cc1 (stereo not given)
 : 4	4	7	3	92	12	103	6	-1
- COc1ccccc1OCCCCCc1c(C)n[nH]c1C
 : 19	-6	9	6	104	14	106	-13	2
- COC(=O)CNC(c1ccccc1)c1cc(C)ccc1NC(=O)CNC(=O)OCc1ccccc1 (stereo not given)
 : -7	8	6	0	102	18	103	-5	-3
- CC(C)(Oc1ccc(CCNC(=O)c2ccc(Cl)cc2)cc1)C(=O)O
 : 4	5	1	5	111	20	106	-9	-13
- O=C(c1ccccc1-c1nc(-c2ccc(F)cc2)no1)N1CCCC1
 : 12	6	-6	-12	82	-19	86	0	-6
- OC1(c2ccc(OC(F)F)cc2)CSC(=Nc2cccnc2)N1Cc1ccco1 (stereo not given)
 : 4	.	1	-2	112	-13	94	-23	-6
- O=S(=O)(c1ccc(Br)s1)N1CCC2(CC1)OCCO2
 : 9	2	4	-2	99	5	101	-4	-1
- Cc1ccc2c(CN3C(=O)NC4(CCCCC4)C3=O)cc(=O)oc2c1C
 : 4	6	-2	-1	98	-2	105	1	-3
- CCC(=O)N1CCc2cc(S(=O)(=O)NCCC(=O)NCc3ccccc3Cl)ccc21
 : 14	6	0	-2	99	-1	97	5	10
- COc1ccccc1CNC(=O)CSc1nc(N)c(C#N)c(-c2cccs2)c1C#N
 : -2	0	-3	1	102	8	100	-18	-9
- CC(C)Cc1ccc(CN2CCCC(NC(=O)CCn3cnnn3)C2)cc1 (stereo not given)
 : 6	3	-2	7	108	0	117	-14	-14
- Cc1ccc(-c2nnc(SCC(=O)N3CCCC3)o2)cc1
 : 10	3	0	7	102	2	100	1	1
- O=C(NN=C1CCCC1)c1ccc(O)cc1O
 : -4	3	3	9	103	-11	102	-18	31*
- CC(C(N)=O)N1C(=O)C2C3C=CC(C3)C2C1=O (stereo not given)
 : -5	2	1	-2	107	0	104	3	-9
- CCn1c(-c2ccccn2)nc2cc(S(=O)(=O)N(C)C)ccc21
 : 0	7	2	-4	101	16	97	3	2
- Cc1nc2c(C)cccc2cc1C(=O)N/N=C/c1ccc(C(=O)O)cc1
 : 22	2	.	-6	100	-4	91	-10	-9
- O=[N+]([O-])c1ccc(C[n+]2cccc3c4ccccc4ccc32)cc1
 : 2	-3	0	20	99	17	8.0*[inhibitor]	4	4
- COc1ccc(C)cc1NC(=O)C(OC(=O)CNC(=O)c1cccc(F)c1)c1ccccc1 (stereo not given)
 : -18	-1	4	10	101	22	121	-2	0
- CC(=O)Nc1ccc(NCc2ccc(C)s2)cc1
 : 4	-2	5	14	109	14	116	1	0
- Cn1ccc(C(=O)N/N=C/c2c[nH]c3ccccc23)n1
 : -6	4	2	0	98	-3	96	-9	-4
- CC(=O)c1ccc(NC(=O)Nc2ccc([N+](=O)[O-])cc2C)cc1
 : -2	3	9	17	102	27	112	-11	-11
- O=C(Nc1cccnc1)c1cnn2c(C(F)F)cc(C3CC3)nc12
 : 15	5	-2	1	104	9	107	-32	-15
- COc1ccc(C)cc1NC(=O)c1nn(-c2ccccc2)cc1OC
 : 17	-5	3	-6	104	22	95	-21	-12
- COc1cccc2sc3ccc(NCc4ccc5c(c4)OCO5)cc3c(=O)c12
 : 21	2	-2	-3	104	0	100	0	8
- CCOC(=O)c1ccc(NS(=O)(=O)CC)cc1
 : 0	-1	4	1	103	4	103	-4	4
- CCOC(=O)C1CCN(C(=O)CNS(=O)(=O)c2ccc(Br)s2)CC1
 : 9	-1	7	3	100	2	99	-3	-13
- COc1cccc(N2CCN(C(=O)C3CCN(S(=O)(=O)c4cccs4)CC3)CC2)c1
 : -4	4	7	-3	98	7	91	3	1
- Cc1nc([N+](=O)[O-])c(NCCCO)n1Cc1ccccc1
 : 3	3	-1	5	106	29	104	1	5
- CCOC(=O)c1c(C)sc2c1N(C(=O)CN(CC)CC)c1cc(Cl)ccc1S2
 : 12	0	6	6	104	28	109	3	-7
- Cc1cc(C)nc(N2CCCC(C(=O)NCc3ccc4c(c3)OCO4)C2)n1 (stereo not given)
 : 4	-2	-3	1	103	6	99	-10	0
- O=C(Nc1ccc(F)cc1)N1CCN(CCc2ccccc2)CC1
 : -6	3	5	-12	86	10	83	-4	0
- C=CCn1c(SCC(=O)NCc2ccccc2)nnc1-c1ccccc1O
 : 28	-3	-5	0	101	21	99	-6	1
- CN(C)/C=N/c1nc2nccc(-c3cccs3)n2n1
 : ?	0	-5	-4	99	21	96	-4	3
- COC(=O)c1ccccc1NC(=O)CC(NCc1ccccc1)C(=O)O (stereo not given)
 : .	-6	.	3	105	.	105	.	-8
- O=[N+]([O-])c1ccc([C@H](O)[C@H](CO)N=Cc2ccccc2O)cc1
 : 4	3	9	3	98	32	100	3	6
- CS(=O)(=O)N1CCN(c2ccc(NC(=O)C(c3ccccc3)c3ccccc3)cc2)CC1
 : -36	-1	-5	4	108	3	110	9	1
- O=C(CCl)N(c1ccccc1)c1c[nH]c2ccccc12
 : 17	0	4	6	103	6	102	-10	7
- O=C(CN(C(=O)CNS(=O)(=O)c1ccccc1)C1CCCC1)NCc1ccco1
 : 6	-1	-4	15	98	-2	94	-9	.
- COc1ccccc1NS(=O)(=O)c1ccc(Cl)c(NC(=O)CN2C(=O)c3ccccc3C2=O)c1
 : -13	-2	7	2	102	22	104	7	2
- Cc1cccc(C)c1OC(=O)CSc1nnc(-c2ccccc2O)o1
 : 29	-3	17	2	98	3	98	-18	-5
- COc1ccc(-c2nn(-c3ccccc3)cc2CO)cc1OC
 : 12	-5	0	-1	100	16	98	1	5
- O=C(Nc1nnc(SCC(=O)N2CCCc3ccccc32)s1)c1ccccc1
 : 20	1	1	20	105	35	123	7	-1
- Cc1nc2c(-c3ccc(F)cc3)cnn2c(N)c1-c1ccc(F)cc1
 : -24	1	5	-3	96	8	96	4	3
- CCOC(=O)CCC(=O)N1CCOCCOCCOCC1
 : -7	2	1	2	102	20	100	3	-1

Further results
Each structure is followed by: UBC9 SUMO inh	IDE cell inh	IDE cell activ	MEKK2mut PB1 HTS	MEKK3 PB1 HTS	NALP1 yeast inh	MEKK2 WT-MEK5	p-CIP stab down	M18AAP inhibitor
- O=C(CSc1nccn1-c1ccc(Cl)cc1)NCc1ccc2c(c1)OCO2
 : -3	3	3	-4	101	5	102	-16	9
- COc1cc2c(cc1OC)C(C)N(C(=S)NC(=O)c1ccccc1)CC2 (stereo not given)
 : 23	-3	-2	3	101	1	102	4	-5
- COC(=O)N/N=C/c1cn(Cc2ccc(Cl)cc2Cl)c2ccccc12
 : -18	10	5	0	80	28	96	-3	-2
- Cc1ccc(/C=C(\C#N)C(=O)Nc2cccc3ncccc23)o1
 : 61	7	0	-1	96	17	76	15	7
- COc1cc(/C=C2\SC(=S)N(CCC(=O)Nc3ccccn3)C2=O)cc(OC)c1OC
 : 9	-7	-3	-7	97	3	84	-5	7
- Cc1nn(C(C)C(=O)NCc2ccccc2F)c(=O)c2nn(-c3ccccc3)c(C)c12 (stereo not given)
 : -4	7	6	10	106	17	101	13	-2
- COc1ccccc1CNC(=O)c1ccc(CS(=O)(=O)c2ccccc2OC)o1
 : 18	6	-1	-2	101	6	98	-4	-8
- Cc1cccc(C(=O)NNC(=O)c2ccco2)c1O
 : 3	-4	6	7	104	-2	104	8	32*
- NC(=O)[C@@H]1CCCN1C(=O)c1cc(COc2ccc(F)cc2F)on1
 : .	4	2	1	103	26	98	1	-1
- COc1ccc2c(c1)S/C(=C\C(=O)c1ccncc1)N2C
 : 12	3	5	2	94	8	91	-21	39*
- CN(Cc1nc(-c2cccs2)no1)CC(O)c1ccccc1 (stereo not given)
 : 15	0	2	5	102	8	100	1	-3
- COC(=O)c1cc2n(n1)CCN(Cc1ccc(F)cc1)C2=O
 : 13	4	-2	4	98	21	103	-9	-3
- COc1ccccc1C(C(=O)NCc1ccc(F)cc1)N(C(=O)c1csnn1)C1CC1 (stereo not given)
 : -10	4	3	0	102	3	97	-6	6
- COc1ccc(C(=O)Nc2ccnn2C2CCN(CCC(C)c3ccc(C)o3)CC2)cc1 (stereo not given)
 : 6	-5	-3	16	105	28	125	-9	-25
- Cc1ccc(-c2onc3ccc(C4(C)OCCO4)cc23)cc1
 : 1	-2	-4	5	107	17	114	2	2
- O=Cc1c(NCCc2cccc(F)c2)c2ccccc2[nH]c1=O
 : -1	1	7	5	102	24	106	2	5
- C1CCN=C(Nc2nc3c(s2)CCCC3)CC1
 : 8	0	4	-13	82	37	87	13	0
- Cc1cc(C)n2cc(CSCC(=O)O)nc2n1
 : 22	5	4	11	96	32	110	-3	0
- O=C(Cn1cccc1C(=O)c1ccccc1)NCc1cccs1
 : 4	0	1	11	106	-6	110	-2	-6
- CCOC(=O)Cn1nc(C)c(NC(=O)COc2ccccc2[N+](=O)[O-])c1C
 : 10	0	2	-1	113	-1	107	-8	-9
- CC(C)(C)NC(=O)c1cc(Cl)ccc1[N+](=O)[O-]
 : 3	-2	4	12	101	22	102	-8	1
- Cc1cc(/C=N/NC(=O)c2ccccn2)c(C)n1-c1cccc([N+](=O)[O-])c1
 : 19	2	0	1	104	-18	96	-1	6
- O=C(c1cc(Cl)ccc1[N+](=O)[O-])N1CCc2ccccc2C1
 : 1	1	5	2	110	25	104	-19	4
- NS(=O)(=O)c1ccc(CCNC(=O)C(=O)c2cn(CC(=O)N3CCCC3)c3ccccc23)cc1
 : 33	0	-2	6	101	34	111	2	-2
- COc1ccc(CCNC(=O)C23CCC(C)(C(=O)C2Br)C3(C)C)cc1OC (stereo not given)
 : 8	-2	0	-4	89	9	89	-6	2
- CCOC(=O)C1=C(C)OC(N)=C(C#N)C1c1ccoc1 (stereo not given)
 : 5	4	5	-6	95	-22	92	5	-11
- Oc1ccc(/C=N/Nc2ccnc3cc(Cl)ccc23)c(O)c1O
 : 4	5	1	6	96	10	107	-3	49*
- CN(C)Cc1ccccc1Sc1cccc2ccccc12
 : -24	5	1	-2	96	25	105	-7	0
- COc1ccc(NC(=O)c2ccc(CN3CCc4ccccc4C3)cc2)c(OC)c1
 : -1	7	1	1	106	15	107	-12	6
- CCc1nnc(NC(=O)CN2C(=O)/C(=C/c3cc(OC)c(OC)c(OC)c3)SC2=S)s1
 : 4	4	1	1	159*	11	95	-20	33*
